Compound activity (PubChem)
Pol III holo inh – qHTS Assay for Inhibitors of DNA Polymerase III Holoenzyme System; reconstituted DNA polymerase III holoenzyme replication, biochemical; Potency, µM (titrated, usually from 57.1 µM), for the others: at the top dose activity change, negative = inhibition; 0.25% of 71,000 active; further: potency means the concentration at half of the fitted maximal effect; on the % scale 0 is the no-effect control and ±100 the full control effect
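Reconstituted *E. coli* holoenzyme (0.35 nM Pol III, 1 nM beta, 154 nM SSB, 2 nM primase) was preincubated with compound for 15 min at RT. Synthesis on 1.4 nM ssM13Gori ran 35 min, then was stopped with PicoGreen/EDTA and read as dsDNA fluorescence.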
Ub-GFP proteasome – Ubiquitin-GFP Assay; Ubiquitin-GFP reporter cells, proteasome inhibition, GFP fluorescence; response scale: untreated = 0%, 10 µM MG-132 = 100%; Potency, µM (titrated, usually from 45.9 µM), for the others: at the top dose activation (GFP accumulation), hits mostly activators; 67,000 tested, under 10 active; active means well fitted activation curve with a large enough effect, not every such curve was filed as active; inconclusive means small, poorly fitted or top-dose-only effect, or another doubt; inactive means no such curve, though single readings can be large or run the other way; further: potency means the concentration at half of the fitted maximal effect
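U2OS Ub(G76V)-GFP reporter; O/N plating, 0.5% FBS; cpd 46 uM–2.9 nM, 4 h, 37 °C; GFP+ cell count, 488/515 nm; norm. to basal vs 10 uM MG-132; CRC fit.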
Hsp90 Hop PPI – qHTS Assay for Disrupters of an Hsp90 Co-Chaperone Interaction. Hsp90 C-terminal peptide / TPR2A (Hop) interaction, human. AlphaScreen TPR2A-His6 binding biotin-Hsp90 C-terminal peptide. Potency, µM (highest dose often 57 µM), inactives show top-dose activity change, negative = inhibition. 0.44% of 71,000 active; active means well fitted curve in either direction with a large enough effect; inconclusive means small, poorly fitted or top-dose-only effect, or another doubt; further: potency means the concentration at half of the fitted maximal effect; on the % scale 0 is the no-effect control and ±100 the full control effect; many of its hits are not listed in these tables
BRCT PPI green – qHTS Assay for Inhibitors of BRCT-Phosphoprotein Interaction (Green Fluorophore); 0.05% of 75,000 active; Breast cancer type 1 susceptibility protein (Homo sapiens), P38398; BRCA1 BRCT-phosphopeptide binding, green fluorescence polarization; Potency, µM (series often up to 76.9 µM), for the others: top-dose activity change, negative = inhibition, usual class: inhibitors;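 further: potency means the concentration at half of the fitted maximal effect; plate controls were peptide without protein for full effect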
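Fluorescence polarization: His-tagged BRCT (~35 kDa BRCA1 C-terminus, 250 nM) bound to 100 nM fluorescein-labeled phosphorylated 10-aa BACH1 peptide, pH 7.3 phosphate buffer with DTT and Tween 20. Compounds incubated 12 min at room temperature; inhibition read as lowered polarization.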
4MU fluor – qHTS Assay for Spectroscopic Profiling in 4-MU Spectral Region. max dye-equivalent concentration, M. compound autofluorescence, 340/450 nm, 4-MU equivalents; stronger effect = higher value. 11% of 59,000 active; in the data active means max dye-equivalent concentration above about 10 nM; inconclusive means mostly about 1.1 nM to 9.6 nM
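Compounds in 100 mM Tris, pH 8.0, sat 15 min at room temperature before fluorescence was read at 340 nm excitation/450 nm emission; a per-plate six-point 4-MU standard curve converted signals to dye-equivalent concentration at each compound concentration.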
A350 autofl – qHTS Assay for Spectroscopic Profiling in A350 Spectral Region | 11% of 59,000 active | max dye-equivalent concentration, M | Compound autofluorescence, 340/450 nm, Alexa 350 dye-equivalents; stronger effect = higher value; in the data active means max dye-equivalent concentration above about 10 nM; inconclusive means mostly about 1.1 nM to 9.6 nM
ALOX15 inhib – qHTS Assay for Inhibitors of 15-hLO (15-human lipoxygenase). purified 15hLO-1, xylenol orange hydroperoxide absorbance. 1.4% of 74,000 active. Potency, µM (titrated, usually from 57.1 µM), without a hit: top-dose activity change, negative = inhibition, most hits filed as inhibitors. Polyunsaturated fatty acid lipoxygenase ALOX15 (Homo sapiens), P16050; further: potency means the concentration at half of the fitted maximal effect; on the % scale 0 is the no-effect control and ±100 the full control effect; nearly all actives have a fitted effect of over 55% in size
Target sequence (P16050 whole entry, looked up): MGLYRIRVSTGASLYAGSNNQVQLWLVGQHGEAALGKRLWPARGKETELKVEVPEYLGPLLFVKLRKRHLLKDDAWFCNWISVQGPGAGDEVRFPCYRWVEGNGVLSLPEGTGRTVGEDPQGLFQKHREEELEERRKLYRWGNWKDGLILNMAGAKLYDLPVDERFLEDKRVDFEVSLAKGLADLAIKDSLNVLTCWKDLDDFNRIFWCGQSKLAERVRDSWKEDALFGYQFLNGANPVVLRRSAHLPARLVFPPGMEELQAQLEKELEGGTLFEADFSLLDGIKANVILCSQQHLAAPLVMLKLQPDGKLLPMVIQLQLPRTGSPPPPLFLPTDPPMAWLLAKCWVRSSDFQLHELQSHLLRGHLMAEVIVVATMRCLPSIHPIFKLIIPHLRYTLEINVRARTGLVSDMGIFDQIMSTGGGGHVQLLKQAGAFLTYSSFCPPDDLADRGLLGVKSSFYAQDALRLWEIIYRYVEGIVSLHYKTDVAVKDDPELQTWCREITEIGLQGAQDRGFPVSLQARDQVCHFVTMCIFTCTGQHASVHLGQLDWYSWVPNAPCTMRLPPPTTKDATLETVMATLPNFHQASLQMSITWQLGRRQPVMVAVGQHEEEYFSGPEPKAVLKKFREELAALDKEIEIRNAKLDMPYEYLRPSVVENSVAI
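Purified human 15hLO-1 (40 nM) in 25 mM Hepes pH 7.5, 0.01% Triton X-100, preincubated 15 min RT with compound, then 50 uM arachidonic acid for 6 min. Hydroperoxide read by ferrous/xylenol orange, 30 min; 573/405 nm absorbance ratio gave progress.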
CRE-bla Fsk – Cell signaling CRE-BLA (Fsk stim) | Potency, µM (highest dose often 38.2 µM), for the others: at the highest dose activity change, negative = inhibition, hits mostly activators | 2.5% of 71,000 active | CHO CRE-bla reporter (cAMP response element driving beta-lactamase), forskolin EC10, beta-lactamase ratio; active means well fitted activation curve with a large enough effect in the signal ratio, with a control signal flat, not every such curve was filed as active; inconclusive means small, poorly fitted or top-dose-only effect, or effect the other way, or a change in a side signal; the % refers to the signal ratio; further: potency means the concentration at half of the fitted maximal effect; % of control where 0% means no effect
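Modulation of forskolin signalling: compounds in titration series added with EC10 NKH 477 to CHO cells carrying a CRE-driven beta-lactamase reporter, 3 h, 37C. CCF4 FRET ratio (460/530 nm, ex 405 nm) gives %activity and AC50.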
HBB splicing – qHTS Assay for Modulators of Hemoglobin Beta Chain Splicing; Potency, µM (doses to about 46.1 µM), inactives show top-dose activation, hits mostly activators; 0.06% of 65,000 active; HBB splicing reporter cell assay, activation; EGFP reporter with mutant IVS2-654 intron; response scale: normalised to 500 nM splice-correcting PNA; further: potency means the concentration at half of the fitted maximal effect; 0% is about no effect
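HeLa cells stably expressing EGFP interrupted by mutant beta-globin intron 2 (IVS2-654), 500/well in 2% FCS. Treated with compound for 2 days at 37C. Splicing correction scored as total well GFP intensity (488 nm excitation, 500-520 nm emission); 500 nM antisense PNA served as control.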
Epigenetic mod – qHTS Assay for Epigenetic Modulators. mouse C127i GFP locus derepression, cytometry, 30 h. 0.09% of 68,000 active. AID 597, 2007. Potency, µM (titrated, usually from 46.1 µM), inactives show at the top dose GFP derepression (activation); further: % of control where 0% means no effect
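Murine C127i mammary cells carrying a silenced, stably integrated CMV-driven GFP reporter were treated with compound for 30 hours at 37 C. After PBS washes, GFP-positive cells were counted by laser-scanning microplate cytometry.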
BRCT inh red – qHTS Assay for Inhibitors of BRCT-Phosphoprotein Interaction (Red Fluorophore). Breast cancer type 1 susceptibility protein (Homo sapiens), P38398. 0.03% of 75,000 active. Potency, µM (series often up to 76.9 µM), for inactives: at the highest dose activity change, negative = inhibition, most hits filed as inhibitors. BRCT-phosphopeptide binding, red fluorescence polarization; further: on the % scale 0 is the no-effect control and ±100 the full control effect
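Fluorescence polarization: 100 nM His-tagged BRCA1 BRCT with 100 nM TAMRA-labelled phospho-BACH1 decapeptide, phosphate buffer pH 7.3 with 150 mM NaCl, DTT, 0.01% Tween 20; 12 min RT. Binding inhibition seen as FP decrease.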
* = called active by the depositor; i = inactive; u = inconclusive; x = no result given; [ ] = remark or other dose. Unless noted, the call rests on the fitted dose curve; in most records, active means well fitted curve in the direction sought with a large enough effect; inconclusive means small, poorly fitted or top-dose-only effect, or another doubt; inactive means no such curve, though single readings can be large; an effect the other way counts as inactive or inconclusive. The order is random; any-hit rate near 12%.

SMILES	Pol III holo inh	Ub-GFP proteasome	Hsp90 Hop PPI	BRCT PPI green	4MU fluor	A350 autofl	ALOX15 inhib	CRE-bla Fsk	HBB splicing	Epigenetic mod	BRCT inh red
Cc1nc(=O)c(-c2ccccc2)c(C)n1-c1ccccc1O	-4%	6%	-1%	-1.9%	i	i	16%	-8%	x	-1%	2.5%
O=C(CNC(=O)c1cnccn1)Nc1ccc(F)c(F)c1F	0%	6%	-3%	0.3%	u	u	7%	15%	2.3%[1.84 µM]	2%	-0.5%
CCOc1ccccc1C(=O)N(CN1CCCC1=O)c1cccc(Cl)c1	0%	-4%	u	3.6%	i	i	3%	-16%	-0.1%[57.5 µM]	-1%	1.6%
CCOC(=O)C1CCN(C(=O)c2c(-c3c(Cl)cccc3Cl)noc2C)CC1	-1%	-3%	-1%	-0.7%	i	i	14%	0%	x	1%	0.6%
CCC(C)(C(=O)NC1CCCC1)N(CC1CCCO1)C(=O)CNC(=O)c1ccccc1 (configuration not stated)	1%	-9%	0%	-2.8%	i	i	-3%	12%	-2.2%	-1%	0.3%
Fc1ccccc1CSc1ncnc2c1oc1ccccc12	-12%	4%	2%	0.0%	i	i	-21%	u	-2.2%	0%	-1.6%
CCOc1ccc(C2C(C(=O)NC)=C(C)Nc3nc4ccccc4n32)cc1OC (configuration not stated)	-1%	6%	-5%	-0.2%	x	x	-1%	1%	-0.5%	x	0.8%
CCOC(=O)Cc1cc(=O)n(-c2nc3ccccc3s2)[nH]1	-10%	2%	-6%	-3.2%	i	i	21%	u	-3.3%[57.5 µM]	0%	-2.8%
CCCCCOc1ccc(OC(=O)c2ccncc2)cc1	-3%	-2%	3%	-4.9%	i	i	0%	2%	-4.0%	0%	0.4%
O=C(c1csnn1)N1CCC2(CCCN(c3cccc(-c4ccccc4)c3)C2)CC1	1%	-15%	-18%	6.7%	i	i	-3%	-6%	8.3%	-2%[9.22 µM]	0.9%
CCOC(=O)c1cnn2c(C(F)(F)F)cc(-c3cn(C)nc3C)nc12	-1%	1%	-7%	-0.3%	1.1e-06M*	1.3e-06M*	-1%	u	-0.6%	2%	-1.6%
COc1ccc(Oc2ncc3nc(-c4cccs4)c(=O)n(Cc4cccc(OC)c4)c3n2)cc1	3%	10%	u	1.8%	i	i	0%	u	-1.1%	0%[9.22 µM]	-0.9%
c1cn2cc(CSC3CCCCC3)nc2s1	-2%	0%	-5%	-1.2%	i	i	-3%	-10%	-2.6%[57.5 µM]	0%	-0.2%
COc1ccc(N2CCN(C(=O)CN3C(=O)c4ccccc4S3(=O)=O)CC2)cc1	2%	2%	-5%	-1.7%	i	i	-1%	-6%	-0.9%	-3%	2.0%
COc1ccc2c(c1)c1nnc(SC)nc1n2C	-5%	3%	-1%	-2.2%	i	i	10%	2.5µM*	0.0%[57.5 µM]	0%	1.4%

Among those listed so far, these have an aryl thioether with sulfur outside any ring.
SMILES	Pol III holo inh	Ub-GFP proteasome	Hsp90 Hop PPI	BRCT PPI green	4MU fluor	A350 autofl	ALOX15 inhib	CRE-bla Fsk	HBB splicing	Epigenetic mod	BRCT inh red
Fc1ccccc1CSc1ncnc2c1oc1ccccc12	-12%	4%	2%	0.0%	i	i	-21%	u	-2.2%	0%	-1.6%
COc1ccc2c(c1)c1nnc(SC)nc1n2C	-5%	3%	-1%	-2.2%	i	i	10%	2.5µM*	0.0%[57.5 µM]	0%	1.4%

The listing picks up; the 4 compounds before the break are reprinted first.
SMILES	Pol III holo inh	Ub-GFP proteasome	Hsp90 Hop PPI	BRCT PPI green	4MU fluor	A350 autofl	ALOX15 inhib	CRE-bla Fsk	HBB splicing	Epigenetic mod	BRCT inh red
COc1ccc(Oc2ncc3nc(-c4cccs4)c(=O)n(Cc4cccc(OC)c4)c3n2)cc1	3%	10%	u	1.8%	i	i	0%	u	-1.1%	0%[9.22 µM]	-0.9%
c1cn2cc(CSC3CCCCC3)nc2s1	-2%	0%	-5%	-1.2%	i	i	-3%	-10%	-2.6%[57.5 µM]	0%	-0.2%
COc1ccc(N2CCN(C(=O)CN3C(=O)c4ccccc4S3(=O)=O)CC2)cc1	2%	2%	-5%	-1.7%	i	i	-1%	-6%	-0.9%	-3%	2.0%
COc1ccc2c(c1)c1nnc(SC)nc1n2C	-5%	3%	-1%	-2.2%	i	i	10%	2.5µM*	0.0%[57.5 µM]	0%	1.4%
O=c1cc(-c2ccccc2O)oc2c1ccc1ccccc12	-9%	-4%	-9%	-2.4%	i	i	5%[25.6 µM]	-11%	x	-2%[9.22 µM]	0.2%
c1nc(NC2CCCC2)c2[nH]cnc2n1	2%	15%	-2%	-0.9%	x	x	-5%	8%	-1.2%	x	1.3%
O=C(CSc1nnc(CNC(=O)c2ccccc2F)o1)Nc1ccc2c(c1)OCCO2	3%	1%	-4%	-0.4%	i	i	6%	-2%	-0.2%	0%	-0.4%
Cc1nc(SCC(=O)N(C)Cc2ccco2)c2c(C)c(C)sc2n1	-5%	5%	-2%	0.5%	i	i	-10%	u	-0.2%[57.5 µM]	-1%	-1.4%
O=C(Cn1nc(Cl)nc1Cl)c1cc2ccccc2oc1=O	-1%	0%	-4%	0.7%	1.8e-07M*	2.4e-07M*	u	-17%	-1.0%[57.5 µM]	8%	-2.6%
CNC(=O)c1c(NC(=O)c2ccc(S(=O)(=O)N3CCOCC3)cc2)sc2c1CCC2	7%	7%	-4%	-1.3%	x	x	-8%	u	0.4%	x	0.0%
Cc1ccc(CCNC(=O)C2CCC(=O)N2Cc2cccnc2)cc1 (configuration not stated)	-4%	11%	-1%	-2.9%	i	i	4%	-11%	-0.4%	-1%	-1.3%
Cc1nc2cc(N3CCOCC3)c(NC(=O)C3CC3)cc2c(=O)n1Cc1ccccc1	0%	-2%	1%	2.3%	i	u	-4%	u	x	1%	-1.2%
O=C(Cn1ccc(=O)[nH]c1=O)Nc1ccc(C(=O)O)c(O)c1	-12%[11.4 µM]	-4%[9.17 µM]	-4%[11 µM]	-3.1%[15.4 µM]	i	i	7%[11.4 µM]	19%[7.6 µM]	1.6%[9.22 µM]	8%[9.22 µM]	0.5%[15.4 µM]
CCOc1ccc(NC2=NC(C)(C)N=C(N)N2)cc1	-5%	0%	-1%	-3.0%	x	x	-6%	2%	-0.1%	-5%	-1.2%
Cc1noc(C)c1C(=O)N1CCC2(CCCN(C(=O)NC(C)C)C2)CC1	-3%	-4%	1%	0.1%	i	i	-1%	10%	2.8%	0%[9.22 µM]	1.1%
CCOC(=O)Cn1nnc(-c2ccc(SC)cc2)n1	-4%	5%	18%	-0.5%	i	i	3%	3%	x	-2%	-0.8%
CS(=O)(=O)N(CC(=O)Nc1ccc2c(c1)OCO2)Cc1ccc(Cl)cc1	2%	0%	-6%	-1.3%	i	i	-2%	-11%	-1.9%	0%	-1.2%
Cc1cc(C)cc(-n2nnc(C(=O)NCc3ccccc3)c2N)c1	-2%	-7%	-2%	-0.3%	i	i	-5%	-16%	-0.2%	1%	-1.2%
CN1CCN(c2ncncc2-c2ccc(N(C)C)cc2)CC1	-6%	-5%	-14%	-2.1%	2.4e-08M*	3.1e-08M*	-17%	-4%	-0.8%	-3%[9.22 µM]	-0.7%
Cc1noc(C)c1C(=O)Nc1ccccc1-c1ccccc1	-4%	1%	-5%	-2.4%	i	u	5%	u	-0.1%	6%	1.5%
Cc1ccnc(NC(=O)Nc2cccc(F)c2)c1	-5%	0%	-3%	0.1%	i	i	3%	-5%	x	-1%	0.1%
COc1cc(NC(=O)C2CC2)c(C(=O)O)cc1OC	6%	24%	0%	-1.2%	x	x	-12%	-1%	-2.1%	4%	2.5%
Cc1ccc(S(=O)(=O)NCCSc2nnnn2-c2ccc(C(N)=O)cc2)cc1	-2%	11%	0%	0.3%	x	x	-21%	-2%	-0.2%	2%	0.4%
C=CCn1c(Cc2cccs2)nnc1SCC(=O)c1cccc(Br)c1	0%	-10%	-4%	2.5%	i	u	-21%	-7%	5.2%	-2%	-1.4%
